phage Ecoli inh: E. coli growth loss with phage present | growth absorbance | inhibition, % at 11.9 µM | 360,000 tested, 0.26% active; in the data active means inhibition above about 11%
PvdQ acylase: P. aeruginosa PvdQ acylase inhibition; purified PvdQ acylase, fluorescence plate reader; 340,000 tested, 0.063% active; inhibition, % at 10 µM; in the data active means inhibition above about 30%, passing the limit was not always enough; inconclusive means no clear call, values can overlap the other calls;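 further: 0% = vehicle neutral wells and 100% = reference inhibitor wells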
Tat export inh: inhibitors of E. coli Tat protein transport. inhibition, % at 10 µM. E. coli MC4100 TorA-mCherry Tat export, fluorescence. 340,000 tested, 0.036% active;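 active means mean replicate inhibition at least 50% and at least half of replicates individually reaching 50%; inconclusive means only one of the two criteria met; inactive means neither criterion met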;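 further: exported cargo escapes ClpAP degradation while cytoplasmic cargo is degraded and loses fluorescence; 0% = median of neutral control wells and 100% = median of NaSCN control wells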
Rtt109 HAT inh: inhibitors of Candida albicans Rtt109/Vps75 histone acetyltransferase; purified Rtt109/Vps75, ThioGlo CoA-SH fluorescence, 4 h; inhibition, % at 34.9 µM; 330,000 tested, 0.16% active; AID 540336;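 active means inhibition of at least 50% in every replicate; inconclusive means best replicate reaches 50% inhibition but some replicates fall short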
Target sequence (Q5AAJ8 whole entry, looked up): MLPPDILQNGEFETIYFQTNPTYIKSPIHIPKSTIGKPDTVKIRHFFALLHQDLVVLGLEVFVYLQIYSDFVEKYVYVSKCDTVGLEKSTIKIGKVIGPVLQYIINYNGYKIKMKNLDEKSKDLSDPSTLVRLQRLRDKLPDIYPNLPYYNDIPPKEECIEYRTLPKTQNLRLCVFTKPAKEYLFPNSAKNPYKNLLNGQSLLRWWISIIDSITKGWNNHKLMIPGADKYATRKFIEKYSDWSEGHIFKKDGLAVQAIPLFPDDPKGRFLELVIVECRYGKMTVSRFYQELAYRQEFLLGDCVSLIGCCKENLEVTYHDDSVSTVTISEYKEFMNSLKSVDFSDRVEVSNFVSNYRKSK
CAL PDZ inh: blocks peptide binding to human CAL PDZ domain | purified CAL PDZ, TMR-peptide fluorescence polarization, 1 h | inhibition, % at 20 µM | Q9HD26 | 330,000 tested, 0.02% active;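 active means highest replicate inhibition of at least 40%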;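 further: plate controls were DMSO neutral control wells for no effect and unlabeled competitor peptide control wells for full effect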
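Material – purified CerCALP PDZ construct · Detection – FP readout, S and P plane fluorescence · Measure – percent inhibition from loss of millipolarization · Controls – unlabelled peptide for full inhibition, DMSO wells as neutral · Probe or stimulus – TMR-labelled reporter peptide T*-PRC34 bound in PDZ groove · Times – 1 h at RT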
Wnt bcat act: Wnt/beta-catenin pathway activation | 300,000 tested, 1.2% active | Wnt/beta-catenin reporter cell assay, activator, plate reader | activation, % at 9.35 µM; in the data active means activation above about 30%, passing the limit was not always enough; inconclusive means no clear call, values can overlap the other calls;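 further: 0% = neutral control wells and 100% = positive control wells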
DAGLB inh: diacylglycerol lipase beta (human) inhibition; inhibition, % at 5.17 µM; 340,000 tested, 0.059% active; HEK293T DAGLB membrane lysate, EnzChek fluorogenic substrate; AID 504411; in the data active means inhibition above about 34%;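 further: 0% = enzyme with vehicle and 100% = wells lacking enzyme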
AddAB inh: less growth of phage-infected E. coli with AddAB; E. coli expressing H. pylori AddAB, absorbance growth; inhibition, % at 11.9 µM; 330,000 tested, 0.29% active; AID 435030; in the data active means inhibition above about 12%;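 further: 0% = vehicle wells of infected cells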
Ecoli viability: bacterial growth inhibition, counter-screen for AddAB inhibitors | E. coli V3065 growth, OD600 absorbance, 18 h | inhibition, % at 11.9 µM | 330,000 tested, 0.27% active | AID 449728;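 active means inhibition above the campaign's mean inhibition across all tested compounds plus 3 SD, cut at about 9.9% in these data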;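 further: uninfected addAB+ strain grown without phage in ampicillin broth; 0% = DMSO wells and 100% = ciprofloxacin 0.95 µg/ml wells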
PfHsp90 yeast 2: inhibits growth of yeast expressing Plasmodium falciparum Hsp90 | S. cerevisiae expressing PfHsp90, BacTiter-Glo ATP, 48 h; yeast lacking PDR1 and PDR3 efflux regulators | inhibition, % at 9.4 µM | 310,000 tested, 0.32% active;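 active means every replicate shows inhibition above about 80%, whatever the replicate mean, limit read from the data; inconclusive means mean inhibition reaches the set limit but some replicate falls short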;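 further: 0% = DMSO neutral controls and 100% = 20 µM radicicol positive controls; yeast relying on Plasmodium falciparum Hsp90 in place of its own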
Starred values were filed as active, the others as inactive; ? = inconclusive; . = not tested or not shown.

SMILES	Wnt bcat act	Tat export inh	CAL PDZ inh	Rtt109 HAT inh	DAGLB inh	Ecoli viability	AddAB inh	phage Ecoli inh	PvdQ acylase	PfHsp90 yeast 2
Clc1ccc(-n2cccc2/C=N/n2cnnc2)cc1	.	3	-0.4	11	2	-0.8	3.1	1.4	-8	13
CN(C)S(=O)(=O)N1CCN(C(=O)N(c2ccccc2)c2ccccc2)CC1	.	-3	0.1	-6	1	1.6	-1.8	0.1	-5	2
COc1cc(-n2nnnc2SCC(=O)N2CCN(c3ccc(F)cc3)CC2)c(OC)cc1Cl	.	-2	-0.2	8	-1	.	.	2.9	11	-2
COc1cc2c(cc1OC)CN(Cc1cc(OC)c(O)c(OC)c1)CC2	-1	0	0.2	11	-1	2.8	3.0	2.4	-11	.
CN(C(=O)COC(=O)COc1ccc(Cl)cc1Cl)c1c(N)n(Cc2ccccc2)c(=O)[nH]c1=O	25	2	-2.6	-1	-1	-0.2	-0.8	1.8	-5	-6
CC(=O)C1=C(C)NC(SCc2cccc3ccccc23)=C(C#N)C1c1ccco1 (stereo not drawn)	-4	-9	-3.2	-3	-8	-2.3	4.7	3.4	-5	8
O=[n+]1c2c(n([O-])c3c1CCCC3)CCCCC2	-1	0	-0.6	-9	-4	-2.0	0.7	1.5	-6	-29
CN(C)c1cc(-c2ccc(Cl)c(Cl)c2)oc(=O)c1Cl	-2	1	-1.2	2	2	-0.6	1.5	0.9	-16	-9
Cc1noc(C)c1COC(=O)c1ccc(F)c(S(=O)(=O)N2CCCCC2)c1	-1	4	-1.9	0	-4	0.2	3.2	3.0	-2	-5
CCn1c(=O)c(=O)[nH]c2cc(C(=O)NC3CCCc4ccccc43)ccc21 (stereo not drawn)	-3	1	-1.2	12	2	1.2	-1.9	0.7	10	-12
O=C1S/C(=C\C=C\c2ccco2)C(=O)N1c1ccccc1	.	-8	0.6	-4	-14	-2.7	0.6	1.2	-10	6
CCCCC(=O)Nc1ccc(Cl)cn1	.	2	-2.2	.	-1	-0.2	1.3	1.6	-5	-2
COc1ccc(-c2csc(NC(=O)CSCC(=O)Nc3cc(C)on3)n2)c(OC)c1	8	-5	-1.4	-4	-1	0.3	0.0	1.0	-11	-74
Cc1cccnc1NC(=O)CCC(=O)c1cccs1	-1	3	1.5	-6	2	1.8	2.6	-0.1	-8	-18
CC(C)CCC1(CCO)C(=O)N=C(N)NC1=O (stereo not drawn)	-3	19	1.2	0	1	.	.	3.0	-11	-35
CCC(C(=O)NC(C)(C)C)N(Cc1cccs1)C(=O)CNS(=O)(=O)c1ccccc1 (stereo not drawn)	0	0	-1.2	4	1	-1.4	0.6	3.3	-4	54
CCN1CCN(c2nnc(-c3ccc(C)cc3)c3ccccc23)CC1	0	-12	-1.2	-5	-1	-2.3	2.0	4.7	-1	7
O=[N+]([O-])c1ccc(-[n+]2ccc3ccccc3c2)c([N+](=O)[O-])c1	-18	-1	-0.3	5	-30	1.9	5.0	3.5	-13	-13
Cn1c(SCC(=O)NC2CC2)nnc1-c1ccccc1Cl	0	5	0.3	0	0	1.2	2.1	0.4	-3	3
Cc1ccc(S(=O)(=O)N2CCC(c3nnc(SCCN4CCCC4)n3C)CC2)cc1	2	3	-1.1	0	-2	0.6	3.1	-0.3	1	3
O=C1NCCCC1C(=O)N/N=C/c1ccccc1[N+](=O)[O-] (stereo not drawn)	-2	-2	-0.7	-4	1	0.6	-0.1	1.6	-1	-6
[O-][n+]1cccc2ncc3cscc3c21	1	3	-2.8	-6	-2	-1.4	-0.8	1.6	-5	12
CC(C)Oc1ccc(C(=O)Nc2ccc(C(F)(F)F)n(C)c2=O)cc1	-4	1	-1.6	.	0	-0.8	5.5	2.6	-13	-56
CCc1ccc(NS(=O)(=O)c2ccc(C)c(C(=O)N3CCOCC3)c2)cc1	0	0	-2.5	-1	-1	-0.7	-2.1	2.0	-10	-8
CCSc1nnc2nc3[nH]c4c(C)cccc4c3nn12	.	-1	-0.5	5	.	3.0	1.8	2.2	-8	-22
O=C(NC1CCN(Cc2ccccc2)CC1)c1ccccc1F	-1	4	-2.5	3	2	2.4	3.3	0.2	2	-7
COc1ccc(S(=O)(=O)N2CCC(C(=O)NC3CC3)CC2)cc1Cl	0	-8	0.2	-8	0	-0.7	1.6	-0.3	4	1
CCOC(=O)c1cnc2c(C)cc(Cl)cc2c1NCCCN1CCOCC1	-1	-9	.	12	-5	0.4	0.3	0.2	-22	-6
Cc1c(Cl)cccc1NC(=S)N=Nc1c(O)n(CN2CCOCC2)c2ccccc12	.	19	-3.5	5	13	-6.1	-1.4	.	0	107*
CCCCCOC(=O)CSc1nc2c(c(=O)[nH]c(=O)n2C)n1CCc1ccccc1	-1	-3	-1.0	-2	2	0.1	3.4	2.5	-17	-4

Further results:
SMILES	Wnt bcat act	Tat export inh	CAL PDZ inh	Rtt109 HAT inh	DAGLB inh	Ecoli viability	AddAB inh	phage Ecoli inh	PvdQ acylase	PfHsp90 yeast 2
O=C1c2ccsc2SCCN1Cc1ccc(Cl)cc1	.	1	-0.7	12	-5	-0.5	2.8	1.8	6	29
CC1=C(C(=O)O)N2C(=O)C(NC(=O)c3nn(C)c(C)c3Cl)C2SC1 (stereo not drawn)	2	-2	-1.2	-27	2	-3.3	-1.9	1.9	-2	-2
COc1ccc(C)cc1S(=O)(=O)N(CC(=O)O)c1ccc(F)cc1	.	4	-0.2	6	1	-1.1	2.7	0.5	-8	24
O=C(C(c1ccccc1)c1ccccc1)N1CCN(CCN2C(=O)c3cccc4cccc(c34)C2=O)CC1	25	10	-1.8	0	-4	-3.4	2.2	2.4	-4	-7
O=C(CSc1nnc(Nc2ccccc2F)s1)Nc1cccc(S(=O)(=O)N2CCCCC2)c1	20	-1	-0.8	-6	-1	4.6	3.2	2.1	3	-4
Cc1ccccc1NC(=O)C(NS(=O)(=O)c1ccc2c(c1)c(=O)n(C)c(=O)n2C)c1ccccc1 (stereo not drawn)	-2	-1	-1.3	-12	2	-0.3	3.4	2.5	-16	-18
COc1cccc(CNC(=O)COC(=O)CN(C)S(=O)(=O)c2ccc(NC(C)=O)cc2)c1	2	-8	0.8	3	-1	-0.5	0.9	2.3	-3	24
CCCC(O)(c1ccccc1)C(c1ccccc1)c1ccccn1 (stereo not drawn)	0	-7	-1.4	-6	-1	.	.	2.9	-11	-25
O=C(O)C1C2C=CC(C2)C1C(=O)NCc1ccccc1F (stereo not drawn)	-1	9	-1.0	-3	-1	-0.7	3.7	-0.9	-4	4
COc1ccccc1OCC(=O)Nc1ccncc1	2	-4	1.0	6	2	2.4	3.4	1.6	-9	23
O=C(CN1C(=O)c2ccccc2C1=O)NCc1ccc(F)cc1	-1	0	-11	3	1	-1.7	3.2	1.9	-7	5
O=C(CSc1ccc(Cl)cc1)NC(=O)NCc1ccco1	-2	7	-2.6	0	0	1.5	2.1	3.3	2	-72
CN(C(=O)COC(=O)c1ccc([N+](=O)[O-])cc1N)c1ccccc1	-2	-8	0.1	10	13	3.5	1.0	3.1	-8	-3
COC(=O)C1=C(C)N(c2ccc(C)c(C)c2)/C(=C/c2cccs2)C1=O	22	-6	-1.8	-8	1	-2.2	-0.1	1.3	0	-4
O=C(/C=C/c1ccccc1Cl)Nc1ccccc1	45*	-3	-2.2	3	.	-1.7	3.3	4.2	-5	-2
COc1ccc(-n2c(Cc3cccn3C)nnc2SCC(=O)Nc2ccc(F)cc2F)cc1	-1	4	0.1	2	2	-0.2	2.2	2.6	6	5
COc1ccc(C)cc1NC(=O)c1sc2ncn(CC(=O)N3CCCCC3)c(=O)c2c1C	3	-1	-2.4	-6	0	-1.6	2.9	1.0	-13	19
O=C(NCc1ccccn1)C(=O)NCC1OCCN1S(=O)(=O)c1ccc(Cl)cc1 (stereo not drawn)	-1	-3	0.9	-1	-1	1.3	-1.2	1.5	-7	4
CCOC(=O)c1oc2ccc(Cl)cc2c1NC(C)=O	-1	9	0.0	-2	-3	0.4	-0.2	3.8	6	-11
O=C(NCc1cccc(F)c1)c1ccc(N2C(=O)Cn3c(cc4sccc43)C2=O)cc1	-2	4	-0.5	4	-1	-2.1	-1.4	2.9	10	-2
Cc1cc(C)c2c(-n3cccc3)c(C(=O)NNS(=O)(=O)c3ccc(Cl)cc3)sc2n1	-1	5	-2.0	?	4	-1.1	-1.4	1.7	-7	-17
CN(CC(=O)Nc1ccccc1N1CCCC1)S(=O)(=O)c1ccc(F)cc1	-3	-5	-1.5	4	2	1.1	2.1	1.3	-10	.
C=CCNc1nc(C(=O)OCC(=O)c2ccc(F)cc2)cs1	0	5	0.4	-1	-2	0.4	3.8	3.0	0	-14
O=C(CSc1ccsc1[N+](=O)[O-])NCCc1ccc(Cl)cc1	-13	-6	-1.2	-17	1	-0.6	-0.2	2.5	-6	7
Nc1ccc(OCc2ccccc2)cc1	-4	3	0.7	-4	2	0.3	3.7	3.3	-9	35
COc1ccc(CNC(=O)CN2C(=O)C(C)N(c3ccc(C)cc3)C2=O)cc1 (stereo not drawn)	.	1	0.0	-3	-1	0.4	1.9	1.6	1	-3
CCN1C(=O)C(CC(=O)Nc2ccc(OC)cc2)N(Cc2cccs2)C1=S (stereo not drawn)	-1	3	-0.2	-5	-6	-1.1	2.0	3.0	8	-2
